# Compound activity as filed in PubChem BioAssay.
# TRHR enhancer = allosteric enhancers of human TRH receptor; enhancement, % at 2 µM; 360,000 compounds, 0.66% hits; TRHR cells, fluo-8 calcium fluorescence, EC20 TRH enhancement; P34981; in the data active means enhancement above about 30%; further: 0% is about no effect
#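 Enhancer read-out: after compound pinning and an initial kinetic agonist-mode read, an EC20 of TRH (10 nM final) was injected and fluo-8 calcium signal (Ex 480/Em 530) followed at 1 s/cycle for 100 cycles in TRHR-expressing cells.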
# D1 antag = human D1 dopamine receptor antagonism. activity change, negative = inhibition, % at 10 µM. 360,000 compounds, 3.2% hits. AID 504652. HEK293 TREx D1 cells, calcium flux, dopamine EC80; stronger effect = lower value. P21728; in the data active means activity change below about -30%; further: on the % scale 0 is the no-effect control and ±100 the full control effect
#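 Tetracycline-induced HEK293 Trex D1 cells, force-coupled to calcium, dye-loaded; compounds added and read 180 s, then EC80 dopamine added and calcium flux tracked kinetically another 180 s.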
# D1 agonist = human D1 receptor agonism. 360,000 compounds, 1% hits. AID 504660. HEK293 T-REx D1 cells, calcium flux, agonist mode. P21728. activation, % at 2 µM; further: 0% is about no effect
#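 Tetracycline-induced HEK293 TREx D1 cells, force-coupled to calcium signalling, were dye-loaded with a no-wash calcium kit. Compound was pin-added after a 10 s baseline. Fluorescence was read kinetically at 1 cycle/s for 180 s, with calcium rises flagged as agonism.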
# D2 antagonist = antagonists of human D2 dopamine receptor; HEK293 TREx D2 cells, calcium flux, dopamine EC80; P14416; inhibition, % at 10 µM; 340,000 compounds, 2% hits; AID 485344; in the data active means inhibition above about 30%; further: 0% is about no effect
#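 Read-out: kinetic calcium fluorescence (1 cycle/s) in inducible HEK293 T-REx D2 cells after an EC80 dopamine addition that followed 180 s compound preincubation. Loss of the dopamine response indicates antagonism.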
# TRHR agonist = agonists of human TRH receptor | P34981 | TRHR cells, calcium flux fluo-8, FDSS agonist mode | activation, % at 2 µM | 360,000 compounds, 0.18% hits | AID 493084; further: 0% is about no effect
#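 Read-out: compound-evoked intracellular calcium rise in TRHR cells, fluo-8 dye, kinetic FDSS fluorescence at 1 s/cycle following a 10-cycle baseline. Cells cultured overnight before dye loading (30 min–1.5 h, RT).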
# D2 potentiator = D2 dopamine receptor (human) potentiation. potentiation, % at 10 µM. 340,000 compounds, 0.34% hits. HEK293 T-REx D2, calcium flux, EC20 dopamine potentiation. AID 485347;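 active means potentiation over 3 SD above the plate norm, cut at about 30% in these data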; further: 0% is about no effect
#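 Potentiation of an EC20 dopamine calcium response is measured in a force-coupled, tetracycline-inducible Hek293 Trex D2 line. Compound-only kinetic reads over 180 s flag agonists before dopamine addition.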
# D1 potentiator = enhances dopamine response at the human D1 receptor | potentiation, % at 10 µM | 360,000 compounds, 0.036% hits | HEK293 TREx D1 cells, calcium flux, dopamine EC20 potentiation | P21728; in the data active means potentiation above about 30%; further: 0% is about no effect
# RXFP1 antag = antagonists of human relaxin receptor RXFP1. Q9HBX9. HEK293-RXFP1, relaxin-stimulated cAMP HTRF, 30 min; stronger effect = lower value. activity change, negative = inhibition, % at 57.5 µM. 350,000 compounds, 0.59% hits. AID 1259400;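 active means activity change of -60% or lower, but not beyond a set lower limit; inconclusive means change between -60% and -40%, or beyond the set limit; inactive means change above -40%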; further: on the % scale 0 is the no-effect control and ±100 the full control effect
# Target sequence (Q9HBX9 whole entry, looked up): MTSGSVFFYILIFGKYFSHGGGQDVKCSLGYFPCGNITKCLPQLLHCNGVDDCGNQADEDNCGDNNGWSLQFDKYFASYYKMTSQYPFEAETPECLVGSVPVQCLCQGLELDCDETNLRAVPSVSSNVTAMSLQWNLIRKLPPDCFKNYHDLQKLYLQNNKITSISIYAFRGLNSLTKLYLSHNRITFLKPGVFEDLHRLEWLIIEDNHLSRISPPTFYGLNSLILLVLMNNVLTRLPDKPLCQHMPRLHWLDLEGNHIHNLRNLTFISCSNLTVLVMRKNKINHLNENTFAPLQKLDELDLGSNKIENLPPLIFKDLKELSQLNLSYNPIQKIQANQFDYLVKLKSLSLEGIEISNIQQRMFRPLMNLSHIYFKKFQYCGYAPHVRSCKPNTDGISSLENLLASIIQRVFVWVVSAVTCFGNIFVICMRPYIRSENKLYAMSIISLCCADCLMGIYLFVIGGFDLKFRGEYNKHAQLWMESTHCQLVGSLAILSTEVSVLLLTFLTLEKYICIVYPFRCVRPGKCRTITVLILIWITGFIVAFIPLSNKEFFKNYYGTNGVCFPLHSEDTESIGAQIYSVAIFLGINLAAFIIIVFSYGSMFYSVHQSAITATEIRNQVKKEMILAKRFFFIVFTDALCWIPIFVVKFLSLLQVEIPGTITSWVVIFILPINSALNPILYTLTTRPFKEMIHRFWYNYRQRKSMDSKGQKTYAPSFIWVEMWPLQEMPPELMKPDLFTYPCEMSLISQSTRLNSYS
# D2 ag = activates the human D2 dopamine receptor; AID 485358; HEK293 T-REx D2 cells, calcium flux agonist mode; activation, % at 2 µM; P14416; 340,000 compounds, 0.53% hits;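 active means activation over 3 SD above normal in the single-dose calcium agonist read, cut at about 30% in these data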; further: 0% is about no effect
#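 HEK293 Trex D2 cells, tetracycline-induced, o/n 30 C 5% CO2; no-wash Ca dye, RT 30–90 min; 10-cycle baseline, 23 nl cpd added, kinetic Ca read 180 s; agonist hits = positive Ca response.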
# An asterisk follows results filed as active; ? = inconclusive; . = not tested or not shown; & = joins results of further samples. Unless noted, no stated cut-off is given here; in the data, active means activation above about 30%; inactive means the rest.
SMILES,TRHR enhancer,D1 antag,D1 agonist,D2 antagonist,TRHR agonist,D2 potentiator,D1 potentiator,RXFP1 antag,D2 ag
CCOc1ccc(N2C(=O)/C(=C\c3ccccc3OC)S(=O)(=O)C2c2cccc([N+](=O)[O-])c2)cc1 (stereo not drawn),-3,2,1,1,0.9,1,-6,.,0.5
Cc1ccc(NC(=O)CN2CCC(C(=O)c3ccc4c(c3)OCCO4)CC2)cc1,-2,4,3,.,-0.4,.,0,-5,.
CCCCc1ccc(NC(=O)CSC2=C(C#N)C(c3ccco3)C3=C(CCCC3=O)N2)cc1 (stereo not drawn),-4,-3,2,-16,-0.4,7,3,-9,-0.1
COc1cccc(-c2cccc(NC(=O)C3CCN(C4CCOCC4)CC3)c2)c1,3,-22,3,25,-0.6,-4,-3,5,0.6
Cc1ccc(OP(=O)(Nc2c(C)n(C)n(-c3ccccc3)c2=O)Oc2ccc(C)cc2)cc1,13,36,7,-12,-0.3,6,6,-18,-0.8
Cc1ccc(C2(CC(=O)Nc3nccs3)CCOC(C(C)C)C2)cc1 (stereo not drawn),5,18,-1,22,2.0,-1,11,-5,-1.1
COc1ccc(C(=O)/C=C/c2ccc(N(C)C)cc2)c(OC)c1,8,4,295*,.,127*,.,-5,0,.
CCOC(=O)c1c(NC(=O)COc2ccc(C(C)(C)C)cc2)sc2c1CCCC2,7,0,0,.,-1.1,-3,0,-6,-0.9
CN(C)CCCNS(=O)(=O)c1ccc(NC2CCCCCC2)c([N+](=O)[O-])c1,-4,-29,29,22,0.3,-1,-7,?,1.2
COc1ccc(NC(=O)c2sc3nc(C)c(C(=O)Nc4ccc(C)cc4C)c(-c4cccs4)c3c2N)cc1,1,-10,12,.,6.3,.,-1,0,2.6
COCc1nc(-c2cc(Br)ccc2OC)no1,-3,-16,0,17,0.0,6,-6,2,0.7
COCCCNCC(=O)Nc1sc(C)c(C)c1C(=O)OC,-7,10,0,-3,-0.6,-12,-2,-10,-1.3
Cc1ccc(NC(=O)CSc2ccc(-c3ccccn3)nn2)cc1,-1,22,2,6,-0.7,-16,-3,-8,-0.4
O=C(CN1C(=O)NC2(CCCC2)C1=O)OCc1cc(=O)n2cc(Br)ccc2n1,-1,6,0,-15,0.3,-3,-5,4,0.2
O=C(CCCCCN1C(=O)CCC1=O)Nc1ccc2c(c1)OCO2,2,15,0,-14,0.2,.,-5,-4,1.5

# Next part, overlapping the part above by six compounds.
SMILES,TRHR enhancer,D1 antag,D1 agonist,D2 antagonist,TRHR agonist,D2 potentiator,D1 potentiator,RXFP1 antag,D2 ag
COc1ccc(NC(=O)c2sc3nc(C)c(C(=O)Nc4ccc(C)cc4C)c(-c4cccs4)c3c2N)cc1,1,-10,12,.,6.3,.,-1,0,2.6
COCc1nc(-c2cc(Br)ccc2OC)no1,-3,-16,0,17,0.0,6,-6,2,0.7
COCCCNCC(=O)Nc1sc(C)c(C)c1C(=O)OC,-7,10,0,-3,-0.6,-12,-2,-10,-1.3
Cc1ccc(NC(=O)CSc2ccc(-c3ccccn3)nn2)cc1,-1,22,2,6,-0.7,-16,-3,-8,-0.4
O=C(CN1C(=O)NC2(CCCC2)C1=O)OCc1cc(=O)n2cc(Br)ccc2n1,-1,6,0,-15,0.3,-3,-5,4,0.2
O=C(CCCCCN1C(=O)CCC1=O)Nc1ccc2c(c1)OCO2,2,15,0,-14,0.2,.,-5,-4,1.5
CSc1nnc(C)c(/C=C/Nc2ccc(F)cc2F)n1,-2,12,5,-26,0.5,3,-2,27,0.9
O=C(/C=C/Nc1ccc(F)c(Cl)c1)c1ccco1,7,-37*,8,.,0.0,.,19,-10,.
COc1ccc(-c2cc(C(=O)NCCCN3CCOCC3)on2)cc1OC,-5,23,3,8,-1.1,-1,0,-18,-1.5
Cc1ccc(C)c(OCCC(=O)OCc2csc(CC(=O)Nc3ccccc3C)n2)c1,-4,-1,10,2,1.9,17,-6,-4,1.0
Cc1ccc(C2(C(F)(F)F)NC(=O)N3N=C4CCCCCN4C3=C2C#N)cc1 (stereo not drawn),-6,-3,4,-17,0.7,2,-2,-5,-0.1
COCCn1c(SCc2cc(=O)n3ccsc3n2)nnc1-c1ccncc1,-2,-9,0,14,0.2,9,-2,1,0.4
Cc1ccc(-c2c[n+](=O)c3c(n2[O-])CCC3)cc1,3,-10,4,-3,0.9,-1,0,-9,0.3
CCC(=O)NCCc1nc2cc(NC(=O)c3ccc(F)cc3)ccc2n1C,13,-4,1,-14,0.0,6,5,10,1.6
COC(=O)c1ccc(C(=O)OC)c(NC(=O)CN(C)Cc2ccc(Cl)c(Cl)c2)c1,-4,1,1,-4,0.6,6,-2,10,0.5
CCOc1cccc(C(=O)Nc2ccc(NC(=O)c3ccc(Br)cc3)cc2)c1,-2,-6,0,.,-1.3,11,-1,-10,-0.1
CCc1cc(=O)oc2cc(OC(=O)c3ccco3)ccc12,2,-10,2,1,-0.2,22,-3,-2,-0.9
O=c1c2ccccc2ncn1-c1cccc(Cl)c1,3,2,-1,-3,0.3,12,-2,-4,0.5
COc1ccc(Cl)cc1Nc1nc(C)cc(C)c1C(N)=O,5,10,1,-9,0.8,0,-1,1,0.9
CCN(CC(=O)Nc1c(F)cccc1F)C(=O)c1ccc(C(=O)c2ccccc2)cc1,0,-1,5,18,0.2,-7,-6,1,0.4
Cc1ccc(Nc2c(-c3cccc(Cl)c3)nc3cccc(C)n23)cc1,11,5,1,.,-1.2,14,3,-16,-1.9
CCOC(=O)CNC(=O)Cc1ccc(Cl)cc1,-3,1,1,-6,0.2,1,-1,-7,0.2
CCC(CC)NC(=O)c1cc(S(=O)(=O)N2CCCCC2)ccc1N1CCOCC1,1,-1,7,0,0.0,2,-2,3,-0.1
COCCN(Cc1ccccc1)C(=O)c1ccc2c(=O)n3c(nc2c1)CCC3,-13,-24,1,10,-0.2,-8,-7,-6,1.1
COc1ccc(NC2CCCN(Cc3cccc4cnccc34)C2)cc1OC (stereo not drawn),3,-9,1,-7,0.1,1,-4,10,-2.1
COc1ccc(N2C(=O)C3CCCN3C2c2ccc(C)cc2)cc1Cl (stereo not drawn),5,5,2,-14,0.3,-2,-6,-30,-0.4
CC(C)(C)SCCNC(=O)CN(c1ccccc1)S(=O)(=O)c1ccccc1,6,-8,2,-4,0.4,8,-4,-22,-1.8
S=C(NC1CCCC1)N1CCN(C/C=C/c2ccccc2)CC1,5,-36*,16,10,-1.3,-7,-10,0,-1.5
CCOC(=O)c1sc(NS(=O)(=O)c2ccc(F)cc2)nc1C,2,0,3,3,-1.4,5,-5,-13,-2.2
CCCSc1ncc(Cl)c(C(=O)Nc2ccc(S(=O)(=O)Nc3ncccn3)cc2)n1,0&26,-2&6,5&0,7,-0.4&-0.5,1&12,-4&-1,-5&-4,1.0&2.2
C[C@@H](NC(=O)c1nc[nH]c1C(=O)NCC(=O)OC(C)(C)C)c1ccccc1,1,16,1,-16,0.2,7,0,.,4.3
Cc1ccc(Cl)cc1N1CCN(CCCNc2ncnc3onc(-c4ccc(Cl)cc4)c23)CC1,-6,-30,2,.,0.2,-14,-1,.,0.1
O=C(c1ccccc1)[C@H]1CC=CC[C@H]1C(=O)O,4,-6,4,6,0.2,5,-6,-22,0.0
CC(=O)Nc1cc2c(cc1NC(=O)Cn1nc(-c3ccc4c(c3)OCCO4)ccc1=O)OCCO2,-3,2,0,-3,-0.8,-1,-3,-5,-1.8
CC(C)(C)C(=O)N/C(N)=N/c1nc2ccccc2o1,3,-7,-2,.,-1.0,19,1,-35,.
O=c1c2c3nc4ccccc4nc3n(/N=C/c3ccccn3)c2ncn1-c1ccccc1,2,-4,5,2,-0.2,-4,-3,-13,-0.2
Cc1csc(/N=C/N(C)C)c1C#N,5,3,0,2,0.3,-4,-4,-2,0.6
Fc1ccc(-n2ncc3c(N4CCN(c5ccccc5F)CC4)ncnc32)cc1,-4,-14,0,.,-0.3,-2,0,5,0.2
CCOc1cc(-c2cn(S(=O)(=O)c3cccc4nsnc34)nc2N)cc(OCC)c1OCC,-10,2,3,0,-2.0,2,4,14,-2.2
Cc1cc(C)c(S(=O)(=O)Nc2cc(-c3cn4ccccc4n3)ccc2C)cc1C,0,5,0,.,-1.6,-1,4,.,-0.9
FC(F)(F)c1cnc(N2CCC(=NOCc3ccc(Cl)cc3)CC2)c(Cl)c1,-10,-1,3,-2,0.4,8,-4,5,0.1
O=C(/C=C/c1ccc(N2CCCCC2)c([N+](=O)[O-])c1)c1ccc(S(=O)(=O)N2CCCC2)cc1,8,-13,3,-3,0.0,2,-4,7,0.4
COc1cccc(-c2csc(N3CCN(CC(=O)NNC(=O)c4ccc(Cl)cc4)CC3)n2)c1,2,-2,-2,-5,1.6,6,-1,-12,-0.2
COc1cccc(CN2CC(C(=O)N3CCCCCCC3)CCC2=O)c1 (stereo not drawn),2,2,1,-10,0.2,1,1,-3,0.1
COCCCNC(=O)c1c(N)n(/N=C/c2cccs2)c2nc3ccccc3nc12,26,-10,1,2,0.1,-8,-6,13,0.3
Cc1ccc(NC(c2nnc(-c3ccccc3)o2)c2ccccc2F)c([N+](=O)[O-])c1 (stereo not drawn),8,-4,-1,.,-0.5,-10,-1,.,-1.1
CN1CCN(c2ccc(CNS(=O)(=O)c3ccccc3)cc2)CC1,6,-35*,4,3,0.5,7,-2,-11,0.0
COc1ccc(NC(=O)Cn2c(SCc3cccc(Cl)c3)nc3ccncc32)c(OC)c1OC,-4,-12,29,.,0.5,-19,-4,.,.
CCOc1cc(/C=N/NC(=O)COc2cccc(C)c2)ccc1OC(=O)c1cccs1,-4,-28,17,23,-0.4,25,-5,-18,0.4
CN(C)C(=O)c1cn(N(C)c2ncc(C(F)(F)F)cc2Cl)c(=O)c2ccccc12,0,-2,1,3,-0.3,-7,-7,-9,-0.2
O=C(Nc1ccc(N2CCOCC2)cc1)c1ccc(Cl)c(S(=O)(=O)N2CCCCC2)c1,-4,-22,4,-37,0.0,4,-1,-8,0.0
COC(=O)c1ccccc1NC(=S)NC(=O)COc1ccc(C(C)C)cc1,1,-13,21,.,2.6,.,-3,2,.
CC(=O)c1ccc(NC(=S)N2C(C)CCCC2C)cc1 (stereo not drawn),2,-29,1,-12,0.1,4,0,.,0.1
COc1ccc(Cn2c(=O)sc3ccccc32)cc1OC,-5,-25,9,-3,-0.5,8,3,-14,-0.7
C/C(=N\N=C1\NC(=O)C(CC(=O)O)S1)c1ccccn1 (stereo not drawn),4,10,4,.,0.1,.,3,-16,.
